Screening results deposited in PubChem BioAssay by Broad Institute.
Xi reactivation = activators of inactive X chromosome reactivation, primary screen, imaging, XiGFP fibroblasts, GFP high-content imaging, set 2; 0.055% of 360,000 active; activation, % at 7.58 µM; XiGFP mouse fibroblasts, % GFP-positive cells imaging, 3 d; cells co-treated with 5-aza-dC sensitizer; scaled so ellipticine positive control = 100%;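 active = mean normalized replicate activation at least 10% and every replicate at or above 10%; inconclusive = only one of the two criteria met; inactive = mean below 10% and not all replicates reach 10%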;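 note: 0% = median of on-plate neutral control wells and 100% = ellipticine 6 µM median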
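System: SV40-immortalized XiGFP fibroblast cells, line 68-5-11 / Incubation: 3-day compound exposure, then 15 min fixation at room temperature / Compound: single concentration per compound, delivered by pin transfer / Buffer or medium: DMEM plus 5-aza-dC sensitizer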
esBAF inh = Bmi1 luciferase reporter increase in mESCs, primary screen, esBAF inhibitor project, mouse ES cells, Bmi1 luciferase knock-in, single point; 24 h; 100% = twice the neutral-well signal; reporter increase, % at 12.5 µM; 2% of 350,000 active; in the data active = activation above about 40%; inconclusive = no clear call, values can overlap the other calls;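 note: 0% = median of the plate's neutral control wells and 100% = double that signal; a rise in the Bmi1 reporter signal indicates esBAF inhibition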
ERAP1 HTS inh = human ERAP1 aminopeptidase inhibitors, primary screen, biochemical, single point, plate reader; 0.15% of 340,000 active; recombinant ERAP1, Leu-AMC fluorescence, 60 min; AID 652197, 2013; inhibition, % at 10.7 µM; Endoplasmic reticulum aminopeptidase 1 (Homo sapiens), Q9NZ08;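 active = mean replicate inhibition of at least 30%, or all replicates individually reaching that 30% level; inactive = mean below 30% and not every replicate reaching it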;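 note: 0% = neutral control wells and 100% = L-leucinethiol positive control wells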
ERp5 block = inhibitors of ERp5-driven insulin aggregation, primary screen, biochemical, turbidity, absorbance 650 nm, single point; Protein disulfide-isomerase A6 (Homo sapiens), Q15084; 90 min; inhibition, % at 9.99 µM; 0.05% of 350,000 active; AID 651711, 2012;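 active = mean replicate inhibition above about 25%, with every replicate also reaching it, limit read from the data, passing the limit was not always enough; inconclusive = only one of those two criteria met; inactive = neither criterion met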
Target sequence (Q15084 whole entry, looked up): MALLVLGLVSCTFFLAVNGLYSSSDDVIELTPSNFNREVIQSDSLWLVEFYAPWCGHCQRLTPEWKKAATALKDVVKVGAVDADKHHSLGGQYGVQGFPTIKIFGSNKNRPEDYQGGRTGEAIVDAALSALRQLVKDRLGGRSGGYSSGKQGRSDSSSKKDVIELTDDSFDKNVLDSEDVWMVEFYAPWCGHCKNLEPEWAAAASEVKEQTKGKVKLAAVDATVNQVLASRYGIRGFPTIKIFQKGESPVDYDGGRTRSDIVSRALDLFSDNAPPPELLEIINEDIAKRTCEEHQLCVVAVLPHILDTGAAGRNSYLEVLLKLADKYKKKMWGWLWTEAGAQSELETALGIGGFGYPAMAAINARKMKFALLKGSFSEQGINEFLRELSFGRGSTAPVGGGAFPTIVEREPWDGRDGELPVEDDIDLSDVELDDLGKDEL
S100A4 MyoIIA = inhibitors of S100A4-myosin IIA peptide binding, primary screen, biochemical, fluorescence polarization, TAMRA-MyoIIA peptide. Protein S100-A4 (Homo sapiens), P26447. inhibition, % at 10.7 µM. 0.14% of 360,000 active. AID 652163, 2013;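 active = mean inhibition of at least 70% across replicates, with every replicate also reaching that level; inconclusive = mean inhibition reaches 70% but some replicates fall short; inactive = mean inhibition below 70%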
Target sequence (P26447 whole entry, looked up): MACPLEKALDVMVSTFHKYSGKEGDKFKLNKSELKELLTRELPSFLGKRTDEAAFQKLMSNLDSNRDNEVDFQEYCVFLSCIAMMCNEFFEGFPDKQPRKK
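Assay system: human S100A4 monomer with TAMRA-labelled myosin IIA peptide / Buffer or medium: Calcium-containing HEPES buffer, pH 7.2 / Reagent: TAMRA-labelled myosin IIA heavy-chain peptide probe, 5 nM / Compound: one dose per compound / Timing: polarization read 5 min after assay mix addition, stable 5–60 min / Benchmarks: neutral control DMSO, positive control TFP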
E-sel inducer = E-selectin induction in HUVECs, primary screen, imaging, HUVEC, immunofluorescence imaging, single point; 0.37% of 260,000 active; normalized: neutral wells 0, TNF-alpha wells 100; P16581; activation, % at 7.58 µM;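 active = mean E-selectin-positive cell signal at least 10% of the positive control, reached in at least 60% of replicates, without over 20% cell loss; inconclusive = no rule given, readout overlaps actives, possibly toxicity-flagged; inactive = the rest, including those meeting only one limit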;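 note: in these data hits start at about 27%; measured in HUVEC primary endothelial cells; signal is the percent of cells scored E-selectin positive by PE staining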
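System: HUVEC / Compound: single concentration / Signal: immunofluorescence imaging / Read-out: percent E-selectin-positive cells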
RAD52 inh = RAD52 DNA annealing inhibitors, primary screen, biochemical, FRET, single point, set 2. DNA repair protein RAD52 homolog (Homo sapiens), P43351. recombinant RAD52 DNA annealing, FRET fluorescence. inhibition, % at 18.7 µM. 0.46% of 360,000 active;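 active = every replicate showing at least 50% inhibition; inconclusive = mean inhibition at least 50% but not in every replicate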
Target sequence (P43351 whole entry, looked up): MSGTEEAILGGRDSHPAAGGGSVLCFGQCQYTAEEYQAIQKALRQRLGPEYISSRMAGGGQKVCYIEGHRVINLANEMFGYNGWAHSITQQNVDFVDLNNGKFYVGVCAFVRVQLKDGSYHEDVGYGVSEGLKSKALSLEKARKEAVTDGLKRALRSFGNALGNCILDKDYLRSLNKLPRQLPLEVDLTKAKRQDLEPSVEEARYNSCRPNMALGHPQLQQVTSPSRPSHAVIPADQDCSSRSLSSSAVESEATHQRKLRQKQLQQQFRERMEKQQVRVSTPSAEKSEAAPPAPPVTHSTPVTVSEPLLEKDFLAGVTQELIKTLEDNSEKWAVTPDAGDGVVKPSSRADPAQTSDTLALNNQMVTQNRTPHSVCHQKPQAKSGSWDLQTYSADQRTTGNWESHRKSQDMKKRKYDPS
RAD54 inh = inhibitors of human RAD54 branch migration, primary screen, biochemical, fluorescence, single point; DNA repair and recombination protein RAD54-like (Homo sapiens), Q92698; RAD54 Holliday junction branch migration, FAM/BHQ fluorescence; inhibition, % at 10.4 µM; 0.14% of 360,000 active; AID 602329, 2012;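 active = mean normalized replicate activity at least 40 and at least half of replicates scoring 40 or more; inconclusive = only one of the two criteria met; inactive = mean below 40 and under half of replicates reaching 40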;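 note: 0% = median of neutral control wells and 100% = median of positive control wells; inhibitors cause a drop in the FAM fluorescence signal; in these data hits start at about 50%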
Active calls of the source: *; u = inconclusive; x = not tested or not shown; & = joins results of further samples.

SMILES | Xi reactivation | esBAF inh | ERAP1 HTS inh | ERp5 block | S100A4 MyoIIA | E-sel inducer | RAD52 inh | RAD54 inh
O=C(C[C@@H]1CC[C@@H]2[C@H](COC[C@H](O)CN2Cc2ccc3c(c2)OCO3)O1)N1CCOCC1 | 0.2 | 3 | -2 | 0 | -4 | -0.1 | 3 | 5
CC(C)c1ccc(NC(=O)C2CCCCN2S(=O)(=O)c2ccccc2)cc1 (configuration not stated) | 0.1 | -2 | 1 | 3 | -6 | x | 4 | 15
Cc1nn(CC(=O)Nc2c(F)cc(F)cc2Br)c(=O)c2cccn12 | 0.2 | 7 | 0 | 9 | -1 | x | -2 | 7
COC1CCN(Cc2cn(Cc3ccccc3)nc2-c2cc3ccccc3o2)CC1 | 0.1 | 2 | x | -2 | -7 | -0.1 | 16 | 4
CC(NC(=O)c1cccnc1)C(c1cccs1)N1CCOCC1 (configuration not stated) | x | -6 | 2 | 1 | -2 | x | 7 | -4
CN(Cc1nc2ccc(F)cc2[nH]1)C(=O)C1CCC(=O)N(C2CC2)C1 (configuration not stated) | 0.0 | 2 | 2 | 1 | 3 | x | -6 | 14
COc1ccc2oc(C(=O)OC(C)C(=O)NCc3ccccc3)c(C)c2c1 (configuration not stated) | 0.2 | -4 | 0 | 3 | 0 | 0.2 | -14 | x
COCC(=O)Nc1ccc2c(c1)[C@@H]1C[C@@H](CC(=O)NCc3cccc(F)c3)O[C@@H](CO)[C@@H]1O2 | 0.1 | 3 | -2 | 1 | 1 | -0.8 | -8 | -2
COC(=O)[C@H]1[C@H](CO)[C@H]2Cn3c(ccc(-c4ccccc4OC)c3=O)[C@H]2N1CC1CCCCC1 | 0.2 | x | 4 | -1 | 5 | -0.3 | 8 | x
COc1cc(Cl)c(C)cc1NC(=O)COC(=O)c1cc(SC)ccc1Cl | 0.1 | x | 10 | 4 | -1 | x | -9 | x
Cc1cc(C(=O)N/N=C(\CCC(=O)O)c2cccs2)c2ccccc2n1 | 0.0 | -3 | -2 | 2 | -1 | 0.0 | -11 | x
COc1ccc(NC(=S)Nc2cccnc2)c(OC)c1 | -0.1 | -14 | -2 | -7 | 6 | 2.2 | -3 | 6
Cc1ncc([N+](=O)[O-])n1CCN1C(=O)c2ccccc2C1=O | 0.1 | 2 | 1 | -2 | -8 | 0.2 | 2 | -3
O=C(C1CC1)N1C[C@@H]2[C@H](c3ccccc31)[C@H](CO)N2C(=O)c1cccc(F)c1 | 0.0 | -5 | x | x | x | 0.2 | x | 7
CN(C)S(=O)(=O)c1ccc2c(c1)/C(=C/c1cc3c([nH]1)CCCC3)C(=O)N2 | 113* | 59* | 1 | 3 | 14 | u | -56 | -58
CCc1nnc(NC(=O)CCC(=O)NCc2ccccc2Cl)s1 | -0.1 | -2 | -3 | 2 | -5 | x | 6 | -17
COc1ccc(C2N(C(=O)CN3CCCC3)CCCN2S(=O)(=O)c2ccccc2)cc1 (configuration not stated) | 0.3 | -4 | -3 | -2 | -2 | 0.5 | -16 | 4
C[C@H](CO)N1C[C@H](C)[C@H](CN(C)C(=O)Nc2ccccc2)Oc2c(NC(=O)Nc3ccc(C(F)(F)F)cc3)cccc2C1=O | x | -1 | 2 | 1 | -9 | x | -13 | 0
Cc1ccn2c(NC3CCCCC3)c(-c3cccc(SC4CCCCC4)c3)nc2c1 | -0.1&0.2 | -37 | -4&1 | -5&5 | -10&-10 | -0.1&-0.1 | -132&-158 | -4
CCN(CCCC(=O)c1ccc(F)cc1)CCc1ccccc1 | 0.3 | 8 | -2 | 3 | -3 | -0.1 | -8 | 4
O=C(C[C@@H]1CC[C@@H](NS(=O)(=O)c2ccc(F)cc2)[C@@H](CO)O1)NC1CCCCC1 | 0.1 | 8 | -3 | 0 | -8 | -0.1 | -9 | 2
C[C@@H]1CN([C@H](C)CO)C(=O)CCCn2cc(nn2)CO[C@H]1CN(C)C(=O)Nc1cccc2ccccc12 | 0.1&0.4 | -2&3&1 | -12&2&-2 | 2&1&7 | -1&3&8 | 0.1&-0.2 | 0&-12&14 | 7&7
COc1ccc([N+](=O)[O-])cc1NS(=O)(=O)c1cc(C(=O)O)ccc1OC | -0.2 | -13 | x | 8 | -2 | -2.3 | -8 | -1
O=C(COC(=O)Cc1ccc(Cl)cc1)NCc1ccc(F)cc1 | 0.0 | -8 | -6 | 5 | -1 | x | -3 | -7
COc1cccc(NC(=O)N(C)C[C@H]2Oc3cc(/C=C/c4ccccc4)ccc3S(=O)(=O)N([C@H](C)CO)C[C@@H]2C)c1 | 0.0 | 1 | 0 | 2 | 9 | 0.1 | 14 | -2
Other entries.
SMILES | Xi reactivation | esBAF inh | ERAP1 HTS inh | ERp5 block | S100A4 MyoIIA | E-sel inducer | RAD52 inh | RAD54 inh
Cc1cc(Cl)ccc1OCCn1cncn1 | 0.2 | x | -2 | -6 | 1 | 0.5 | -18 | x
C[C@H]1CN([C@@H](C)CO)C(=O)c2c(c3ccccc3n2C)-c2ccccc2CO[C@@H]1CN(C)C(=O)c1ccc(F)cc1 | -0.1 | -1 | 3 | 5 | 4 | 2.8 | 22 | 3
CCCNC(=O)C[C@H]1CC[C@H]2[C@H](COc3ccc(NC(=O)c4ccccc4)cc3C(=O)N2C)O1 | 0.5 | 3 | x | x | -58 | 0.4 | 0 | -8
Cc1ccc(CNC(=O)CS(=O)(=O)c2ccccc2)cc1 | 0.1 | 14 | 2 | 1 | -1 | 0.0 | -16 | 6
CC(C)CC#Cc1ccc2c(c1)O[C@@H](CN(C)C(=O)Nc1ccccc1)[C@H](C)CN([C@@H](C)CO)S2(=O)=O | -1.0 | 8 | -4 | -3 | -5 | -0.4 | 22 | -5
CN(C)C(=O)CSc1nnc(-c2ccc(F)cc2)c2ccccc12 | 0.0 | x | -3 | -6 | 5 | -1.1 | -9 | x
Cn1cc(CCC(=O)N2CCCC(CCC(=O)NCc3ccc(F)c(F)c3)C2)cn1 (configuration not stated) | 0.5 | 14 | -2 | -2 | 8 | 0.1 | -10 | x
CCC(C)[C@H](NC(=O)N1CC(=O)Nc2ccccc21)C(=O)N1CCC(C(=O)O)CC1 (some centres not stated) | 0.0 | 13 | -2 | -6 | 0 | x | 2 | 3
CCC(=O)N1c2ccc(S(=O)(=O)N3CCN(C)CC3)cc2CC1C (configuration not stated) | 0.2 | -5 | 1 | 1 | -1 | x | -12 | -9
CC(C)c1ccc(NC(=O)CCNC(=O)Cn2ccc3ccccc3c2=O)cc1 | 0.0 | 2 | -4 | 2 | -3 | x | 0 | -1
O=C(C[C@H]1CC[C@H]2[C@@H](COC[C@@H](O)CN2S(=O)(=O)c2ccc(F)cc2)O1)NCc1ccncn1 | 0.2 | -3 | 1 | -5 | 1 | 0.1 | -6 | 6
CS(=O)(=O)N(CC(=O)N1CCCC1)c1cc(Cl)ccc1Cl | 0.0 | -6 | -2 | 2 | 0 | x | -17 | 1
O=C(C[C@H]1CC[C@H]2[C@@H](COC[C@@H](O)CN2S(=O)(=O)c2cccc(F)c2)O1)NCc1ccncn1 | 0.2 | -1 | 3 | 3 | 3 | -0.1 | 0 | -2
COc1ccc(OC)c(C(=O)c2ccccn2)c1 | 0.2 | -7 | 3 | 1 | 6 | x | -1 | -1
CSc1ccccc1OCc1cc(C(=O)NCCN2CCCC(O)C2)no1 (configuration not stated) | 0.0 | x | -2 | 3 | -9 | 0.0 | -4 | -2
COc1ccc2c(c1)[C@@H](NC(=O)c1ccncc1)[C@H](C)[C@H]2c1ccccc1 | 0.4 | x | 2 | 2 | -17 | 0.0 | 0 | x
COc1cc(/C=N/OCC(=O)NC2CCS(=O)(=O)C2)ccc1OC(F)F (configuration not stated) | -0.1 | x | -2 | -13 | -9 | x | -11 | x
C[C@@H]1CN([C@H](C)CO)S(=O)(=O)c2ccc(-c3cncnc3)cc2O[C@H]1CN(C)Cc1cncnc1 | -0.8 | -3 | 0 | 0 | 6 | 0.7 | 5 | -2
O=C(CSc1nnc(CNC(=O)c2ccco2)o1)Nc1ccc(F)cc1F | 0.0 | 4 | -4 | 1 | 0 | x | -19 | -5
CSCC(CO)NS(=O)(=O)c1ccc(C)cc1 (configuration not stated) | 0.3 | -8 | 0 | 0 | -6 | -0.1 | -5 | -7
Oc1c(Cl)cc(Cl)cc1/C=N/c1ncn[nH]1 | 0.0 | x | 3 | -1 | 5 | 0.0 | 7 | x
COc1ccc(C(=O)Cn2cc[n+](C)c2)cc1 | 0.0 | 0 | -1 | 4 | 1 | x | 0 | -11
CC(C)c1ccc(NC(=O)C2C3C=CC4(CN(Cc5cccnc5)C(=O)C24)O3)cc1 (configuration not stated) | 0.0 | x | -2 | -4 | -6 | x | -6 | x
COCCN(Cc1cc2cc3c(cc2nc1Cl)OCO3)C(C)=O | 0.0 | x | 0 | 4 | 1 | -0.8 | -7 | x
Cn1c(=O)c2c(nc(SCCN3CCOCC3)n2Cc2ccccc2Cl)n(C)c1=O | 0.0 | -2 | 0 | 2 | 0 | -0.3 | 3 | -1
COc1ccc(CC2(CO)CCN(Cc3ccc4c(c3)CCO4)CC2)cc1 | 0.1 | x | 7 | -1 | 1 | x | -26 | x

Fetched by compound from the list above:
SMILES | Xi reactivation | esBAF inh | ERAP1 HTS inh | ERp5 block | S100A4 MyoIIA | E-sel inducer | RAD52 inh | RAD54 inh
C[C@H]1CN([C@@H](C)CO)C(=O)c2c(c3ccccc3n2C)-c2ccccc2CO[C@@H]1CN(C)C(=O)c1ccc(F)cc1 | -0.1 | -1 | 3 | 5 | 4 | 2.8 | 22 | 3
C[C@H](CO)N1C[C@H](C)[C@H](CN(C)C(=O)Nc2ccccc2)Oc2c(NC(=O)Nc3ccc(C(F)(F)F)cc3)cccc2C1=O | x | -1 | 2 | 1 | -9 | x | -13 | 0
Cn1cc(CCC(=O)N2CCCC(CCC(=O)NCc3ccc(F)c(F)c3)C2)cn1 (configuration not stated) | 0.5 | 14 | -2 | -2 | 8 | 0.1 | -10 | x
COCCN(Cc1cc2cc3c(cc2nc1Cl)OCO3)C(C)=O | 0.0 | x | 0 | 4 | 1 | -0.8 | -7 | x
CCC(=O)N1c2ccc(S(=O)(=O)N3CCN(C)CC3)cc2CC1C (configuration not stated) | 0.2 | -5 | 1 | 1 | -1 | x | -12 | -9
C[C@@H]1CN([C@H](C)CO)S(=O)(=O)c2ccc(-c3cncnc3)cc2O[C@H]1CN(C)Cc1cncnc1 | -0.8 | -3 | 0 | 0 | 6 | 0.7 | 5 | -2
